Bim-Bcl-W – human Bim-Bcl-W interaction inhibition; bead-based flow cytometry, Bim peptide-Bcl-W binding; inhibition, % at 10 µM; 0.02% of 190,000 active; AID 952;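 also: 0% = bound tracer without compound and 100% = peptide blocker; higher means less fluorescent Bim peptide bound to Bcl-W beads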
Target sequence (Q92843 whole entry, looked up): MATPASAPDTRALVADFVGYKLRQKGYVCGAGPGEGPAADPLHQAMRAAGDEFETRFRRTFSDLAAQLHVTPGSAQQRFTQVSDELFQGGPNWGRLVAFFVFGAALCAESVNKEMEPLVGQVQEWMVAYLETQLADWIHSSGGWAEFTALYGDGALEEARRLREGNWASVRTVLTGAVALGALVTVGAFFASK
RGS7-Gao – modulates binding of RGS7 to human Galphao; Multiplexed bead flow cytometry; actives lie on both sides; binding response (% of control), % at 10 µM; 0.35% of 220,000 active; in the data active = binding response below about 49% or above about 150%;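 also: fluorescent Galphao held in activated GDP-AlF4 state binding bead-coupled RGS7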
Target sequence (P09471 whole entry, looked up): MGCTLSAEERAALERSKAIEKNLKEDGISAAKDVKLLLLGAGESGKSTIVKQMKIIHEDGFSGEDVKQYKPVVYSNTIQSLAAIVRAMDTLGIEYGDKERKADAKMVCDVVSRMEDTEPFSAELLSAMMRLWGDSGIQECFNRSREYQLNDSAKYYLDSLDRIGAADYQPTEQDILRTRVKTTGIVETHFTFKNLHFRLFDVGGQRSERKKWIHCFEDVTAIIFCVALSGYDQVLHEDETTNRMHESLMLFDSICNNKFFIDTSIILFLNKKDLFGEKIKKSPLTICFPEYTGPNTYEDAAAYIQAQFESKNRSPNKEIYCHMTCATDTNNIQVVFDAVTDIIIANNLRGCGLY
Bcl-2 Bim block – human Bim-Bcl-2 interaction inhibition; Bead-based flow cytometry, Bim peptide-Bcl-2 binding; inhibition, % at 10 µM; 0.06% of 190,000 active; AID 950; in the data active = inhibition above about 40%;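 also: 0% = no compound wells with probe peptide and 100% = reference peptide inhibitor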
ABCG2 inh – human ABCG2 inhibition, ABCB1 as counter-screen. AID 1325. IgMXP3 cells, JC-1 efflux, flow cytometry. inhibition, % at 6.6 µM. Q9UNQ0. 0.1% of 190,000 active;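 active = inhibition above 80%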;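 also: 0% = DMSO and 100% = nicardipine control wells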
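Test system: ABCG2 IgMXP3 and barcoded ABCB1 CCRF-Adr cell mix; Schedule: cells with compound and JC-1, 10 min at 25 °C, rotating, no wash; Technique: flow cytometry of retained JC-1 fluorescence; Measure: % inhibition of efflux relative to nicardipine and DMSO; Controls: nicardipine high and DMSO low controls.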
GSH bead fluor – GSH bead compound fluorescence profile. fluorescence (KMESF) at 10 µM. AID 1776. 0.25% of 190,000 active. GSH beads flow cytometry, compound fluorescence 488/530 nm; stronger effect = higher value; in the data active = fluorescence above about 89;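 also: glutathione beads carrying GST-tagged Bcl family fusion proteins plus one bare bead set; values are compound well signal with DMSO vehicle wells as background; inactives centre near 16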
Bim-Bcl-B – inhibitors of Bim-Bcl-B interaction, human; inhibition, % at 10 µM; AID 951; Q9HD36; 0.073% of 190,000 active; bead-based flow cytometry, Bim peptide-Bcl-B binding;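 also: 0% = tracer peptide without compound and 100% = reference inhibitor peptide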
Target sequence (Q9HD36 whole entry, looked up): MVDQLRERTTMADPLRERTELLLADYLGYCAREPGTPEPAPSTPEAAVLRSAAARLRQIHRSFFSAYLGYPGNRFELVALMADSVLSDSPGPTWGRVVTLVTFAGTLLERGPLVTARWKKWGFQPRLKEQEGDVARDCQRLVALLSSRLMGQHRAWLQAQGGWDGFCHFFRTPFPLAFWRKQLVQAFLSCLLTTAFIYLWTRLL
RGS4-Gao reg – human RGS4-Galphao interaction regulation; P09471; Multiplexed bead flow cytometry, RGS4-Galphao binding; actives lie on both sides; binding response (% of control), % at 10 µM; 0.33% of 220,000 active; in the data active = binding response below about 49% or above about 150%; inactive = in between;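 also: fluorescent Galphao activated with aluminum fluoride binding bead-coupled RGS4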
Bim-Bfl-1 – human Bim-Bfl-1 interaction inhibition | inhibition, % at 10 µM | Q16548 | Bead-based flow cytometry, Bim-Bfl-1 binding inhibition | 0.12% of 190,000 active | AID 1008;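 also: 0% = wells without compound plus tracer and 100% = blocker peptide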
Bim-Bcl-XL – inhibitors of Bim-Bcl-XL interaction, human. Q07817. Bim peptide-Bcl-XL binding, bead flow cytometry, fluorescence. inhibition, % at 10 µM. 0.04% of 190,000 active. AID 1007
Target sequence (Q07817 whole entry, looked up): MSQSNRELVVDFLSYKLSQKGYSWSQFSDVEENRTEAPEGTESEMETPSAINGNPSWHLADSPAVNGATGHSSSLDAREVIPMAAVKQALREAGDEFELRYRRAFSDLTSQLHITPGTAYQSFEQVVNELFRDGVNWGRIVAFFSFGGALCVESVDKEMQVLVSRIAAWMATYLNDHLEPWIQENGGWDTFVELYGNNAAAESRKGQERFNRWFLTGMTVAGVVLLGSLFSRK
RGS8-Gao – modulates binding of RGS8 to human Galphao | P09471 | multiplexed bead flow cytometry; actives lie on both sides | response (percent of control binding), % at 10 µM | 0.34% of 220,000 active | AID 1423; in the data active = response below about 60% or above about 140%; inactive = in between;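 also: Galphao activated as the GDP aluminium fluoride complex binding bead-coupled RGS8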
ABCB1 block – human ABCB1 inhibition, ABCG2 as counter-screen; P08183; CCRF-Adr cells, JC-1 efflux, flow cytometry; inhibition, % at 6.6 µM; 0.067% of 190,000 active; in the data active = inhibition above about 40%;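 also: 0% = vehicle and 100% = reference inhibitor; higher value means more JC-1 retained so stronger ABCB1 efflux block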
Active calls of the source: *. Rule as the data show it, unless noted: active = inhibition above about 40%.

`CC1CCN(C(=O)c2ccc(-n3cnnn3)cc2)CC1` gave Bim-Bcl-W -6, RGS7-Gao 103, Bcl-2 Bim block 0, ABCG2 inh 0, GSH bead fluor 18, Bim-Bcl-B -6, RGS4-Gao reg 102, Bim-Bfl-1 -1, Bim-Bcl-XL -7, RGS8-Gao 102 and ABCB1 block 0.1.
Screening COc1ccc(NC(=S)N(CCCN2CCOCC2)C(C)c2cc3cccc(OC)c3o2)cc1 (stereo not drawn) returned Bim-Bcl-W -3, RGS7-Gao 110, Bcl-2 Bim block -4, ABCG2 inh 0, GSH bead fluor 8, Bim-Bcl-B -4, RGS4-Gao reg 104, Bim-Bfl-1 -4, Bim-Bcl-XL -3, RGS8-Gao 102 and ABCB1 block 1.4.
For O=C(CSc1ccc2nnc(-c3ccccc3)n2n1)NCc1ccco1 the results were Bim-Bcl-W 0, RGS7-Gao 89, Bcl-2 Bim block 3, ABCG2 inh -1, GSH bead fluor 27, Bim-Bcl-B 2, RGS4-Gao reg 91, Bim-Bfl-1 -1, Bim-Bcl-XL 1, RGS8-Gao 98 and ABCB1 block -5.8.
For COC(=O)c1ccccc1NC(=S)NC(=O)c1ccc(C)cc1 the results were Bim-Bcl-W -10, RGS7-Gao 109, Bcl-2 Bim block -4, ABCG2 inh 2, GSH bead fluor 8, Bim-Bcl-B -6, RGS4-Gao reg 102, Bim-Bfl-1 -3, Bim-Bcl-XL -5, RGS8-Gao 101 and ABCB1 block 0.5.
For COc1ccc(OCC(=O)Nc2ccc(C)c(S(=O)(=O)N(C)C)c2)cc1 the results were Bim-Bcl-W 0, RGS7-Gao 100, Bcl-2 Bim block 4, ABCG2 inh 13, GSH bead fluor 14, Bim-Bcl-B 0, RGS4-Gao reg 104, Bim-Bfl-1 5, Bim-Bcl-XL 1, RGS8-Gao 103 and ABCB1 block 1.3.
Screening O=C(O)CCC(NS(=O)(=O)c1ccc(-c2ccccc2)cc1)C(=O)O (stereo not drawn) returned Bim-Bcl-W 5, RGS7-Gao 100, Bcl-2 Bim block 0, ABCG2 inh 1, GSH bead fluor 55, Bim-Bcl-B 1, RGS4-Gao reg 102, Bim-Bfl-1 -6, Bim-Bcl-XL -1, RGS8-Gao 104 and ABCB1 block 0.4.
CCC(C)C1C(C#N)=C(N)Oc2n[nH]c(C)c21 (stereo not drawn) was read as Bim-Bcl-W -2, RGS7-Gao 91, Bcl-2 Bim block -8, ABCG2 inh 0, GSH bead fluor 25, Bim-Bcl-B -7, RGS4-Gao reg 93, Bim-Bfl-1 -11, Bim-Bcl-XL -3, RGS8-Gao 94 and ABCB1 block -0.1.
For COc1cccc(CN2CCN(Cc3[nH]c4ccccc4c3C)CC2CCO)c1 (stereo not drawn) the results were Bim-Bcl-W 0, RGS7-Gao 102, Bcl-2 Bim block 0, ABCG2 inh 2, GSH bead fluor 13, Bim-Bcl-B -5, RGS4-Gao reg 105, Bim-Bfl-1 -5, Bim-Bcl-XL 0, RGS8-Gao 104 and ABCB1 block 1.8.
For CCOC(=O)c1cn(CC(=O)Nc2ccccc2C(=O)OCC)nn1 the results were Bim-Bcl-W 2, RGS7-Gao 95, Bcl-2 Bim block -11, ABCG2 inh 5, GSH bead fluor 14, Bim-Bcl-B -6, RGS4-Gao reg 90, Bim-Bfl-1 -9, Bim-Bcl-XL -3, RGS8-Gao 94 and ABCB1 block 0.9.
For C[n+]1cc(C(=O)N2CCCCC2)ccc1/C=C/c1c[nH]c2ccccc12 the results were Bim-Bcl-W 1, RGS7-Gao 105, Bcl-2 Bim block 0, ABCG2 inh 1, GSH bead fluor 28, Bim-Bcl-B -3, RGS4-Gao reg 100, Bim-Bfl-1 -3, Bim-Bcl-XL 0, RGS8-Gao 103 and ABCB1 block 0.9.

Already shown: an excerpt of the list.
For CCOC(=O)c1cn(CC(=O)Nc2ccccc2C(=O)OCC)nn1 the results were Bim-Bcl-W 2, RGS7-Gao 95, Bcl-2 Bim block -11, ABCG2 inh 5, GSH bead fluor 14, Bim-Bcl-B -6, RGS4-Gao reg 90, Bim-Bfl-1 -9, Bim-Bcl-XL -3, RGS8-Gao 94 and ABCB1 block 0.9.
For C[n+]1cc(C(=O)N2CCCCC2)ccc1/C=C/c1c[nH]c2ccccc12 the results were Bim-Bcl-W 1, RGS7-Gao 105, Bcl-2 Bim block 0, ABCG2 inh 1, GSH bead fluor 28, Bim-Bcl-B -3, RGS4-Gao reg 100, Bim-Bfl-1 -3, Bim-Bcl-XL 0, RGS8-Gao 103 and ABCB1 block 0.9.

Next part:
For CC1CCN(CCOc2cc(Cl)ccc2Cl)CC1 the results were Bim-Bcl-W 3, RGS7-Gao 96, Bcl-2 Bim block 0, ABCG2 inh 7, GSH bead fluor 16, Bim-Bcl-B 0, RGS4-Gao reg 99, Bim-Bfl-1 -1, Bim-Bcl-XL 0, RGS8-Gao 97 and ABCB1 block 1.3.
Screening COc1ccc(OC)c(S(=O)(=O)N2CCCCCC2)c1 returned Bim-Bcl-W 8, RGS7-Gao 100, Bcl-2 Bim block -3, ABCG2 inh 1, GSH bead fluor 22, Bim-Bcl-B 1, RGS4-Gao reg 101, Bim-Bfl-1 -12, Bim-Bcl-XL 0, RGS8-Gao 103 and ABCB1 block 0.2.
For CCOC(=O)C1C(=O)N(O)CC1c1cccc(Oc2ccccc2)c1 (stereo not drawn) the results were Bim-Bcl-W -2, RGS7-Gao 99, Bcl-2 Bim block -2, ABCG2 inh -1, GSH bead fluor 10, Bim-Bcl-B -5, RGS4-Gao reg 100, Bim-Bfl-1 -13, Bim-Bcl-XL -3, RGS8-Gao 104 and ABCB1 block -0.1.
For CN1CCN(c2ccc(Cl)cc2NC(=O)CCN2C(=O)c3ccccc3C2=O)CC1 the results were Bim-Bcl-W -2, RGS7-Gao 94, Bcl-2 Bim block -3, ABCG2 inh 7, GSH bead fluor 13, Bim-Bcl-B -5, RGS4-Gao reg 99, Bim-Bfl-1 -2, Bim-Bcl-XL -4, RGS8-Gao 102 and ABCB1 block 0.5.
Cc1cc(C)cc(N2CC(C(=O)O)CC2=O)c1 (stereo not drawn) was read as Bim-Bcl-W 3, RGS7-Gao 101, Bcl-2 Bim block -6, ABCG2 inh 18, GSH bead fluor 13, Bim-Bcl-B -9, RGS4-Gao reg 100, Bim-Bfl-1 -10, Bim-Bcl-XL -3, RGS8-Gao 100 and ABCB1 block 3.0.
CC(=O)NC(=S)Nc1ccccc1N1CCCCC1 was read as Bim-Bcl-W 0, RGS7-Gao 101, Bcl-2 Bim block -3, ABCG2 inh 3, GSH bead fluor 18, Bim-Bcl-B -3, RGS4-Gao reg 100, Bim-Bfl-1 0, Bim-Bcl-XL -2, RGS8-Gao 104 and ABCB1 block 0.2.
Screening O=C(COC(=O)c1cc(=O)[nH]c2ccccc12)Nc1nc(-c2ccccc2)cs1 returned Bim-Bcl-W -5, RGS7-Gao 102, Bcl-2 Bim block -8, ABCG2 inh 4, GSH bead fluor 14, Bim-Bcl-B -1, RGS4-Gao reg 99, Bim-Bfl-1 -5, Bim-Bcl-XL -2, RGS8-Gao 104 and ABCB1 block 0.7.
`Cc1ccc2c(c1)N(CCCC(=O)NCCC1=CCCCC1)C(=O)CO2` gave Bim-Bcl-W 0, RGS7-Gao 106, Bcl-2 Bim block -4, ABCG2 inh 3, GSH bead fluor 5, Bim-Bcl-B -3, RGS4-Gao reg 105, Bim-Bfl-1 -2, Bim-Bcl-XL 0, RGS8-Gao 103 and ABCB1 block 0.5.
CC1CC(CC(C)C(=O)Nc2nncs2)C(=O)O1 (stereo not drawn) was read as Bim-Bcl-W 0, RGS7-Gao 91, Bcl-2 Bim block -2, ABCG2 inh 0, GSH bead fluor 5, Bim-Bcl-B 0, RGS4-Gao reg 97, Bim-Bfl-1 -2, Bim-Bcl-XL -2, RGS8-Gao 98 and ABCB1 block 0.0.
`C/C(=N\N=C(/N)SC1CC(=O)N(c2ccccc2)C1=O)c1cccs1` (stereo not drawn) gave Bim-Bcl-W 0, RGS7-Gao 101, Bcl-2 Bim block -9, ABCG2 inh 2, GSH bead fluor 32, Bim-Bcl-B -9, RGS4-Gao reg 101, Bim-Bfl-1 -18, Bim-Bcl-XL -10, RGS8-Gao 104 and ABCB1 block 0.3.
`C(#Cc1ccc(C#CCN2CCCC2)cc1)CN1CCCC1` gave Bim-Bcl-W 0, RGS7-Gao 107, Bcl-2 Bim block -5, ABCG2 inh 4, GSH bead fluor 37, Bim-Bcl-B -6, RGS4-Gao reg 107, Bim-Bfl-1 -14, Bim-Bcl-XL -7, RGS8-Gao 105 and ABCB1 block 0.5.
O=C(NN1C(=O)c2cc(Br)ccc2NC1c1ccccc1Cl)c1ccncc1 (stereo not drawn) was read as Bim-Bcl-W -3, RGS7-Gao 105, Bcl-2 Bim block -4, ABCG2 inh 2, GSH bead fluor 11, Bim-Bcl-B -9, RGS4-Gao reg 101, Bim-Bfl-1 -1, Bim-Bcl-XL -5, RGS8-Gao 109 and ABCB1 block 0.3.
`CC(C)C(NC(=O)c1ccccc1)C(=O)NCc1ccccn1` (stereo not drawn) gave Bim-Bcl-W 0, RGS7-Gao 102, Bcl-2 Bim block -11, ABCG2 inh 3, GSH bead fluor 24, Bim-Bcl-B -6, RGS4-Gao reg 100, Bim-Bfl-1 -11, Bim-Bcl-XL -5, RGS8-Gao 102 and ABCB1 block 0.6.
For COc1ccc(-c2cnnc(N/N=C/C(C)=C/c3ccccc3)n2)cc1 the results were Bim-Bcl-W 6, RGS7-Gao 98, Bcl-2 Bim block 9, ABCG2 inh 7, GSH bead fluor 15, Bim-Bcl-B 10, RGS4-Gao reg 101, Bim-Bfl-1 8, Bim-Bcl-XL 11, RGS8-Gao 92 and ABCB1 block 1.8.
O=C(CSc1nc2c(sc3ccccc32)c(=O)n1CCCN1CCOCC1)NC1CCCC1 was read as Bim-Bcl-W 6, RGS7-Gao 93, Bcl-2 Bim block -3, ABCG2 inh 5, GSH bead fluor 7, Bim-Bcl-B -1, RGS4-Gao reg 94, Bim-Bfl-1 -9, Bim-Bcl-XL 0, RGS8-Gao 98 and ABCB1 block 1.8.
O=C(Nc1ccc(F)cc1F)NC1CC(=O)N(Cc2ccccc2)C1 (stereo not drawn) was read as Bim-Bcl-W -3, RGS7-Gao 99, Bcl-2 Bim block -7, ABCG2 inh 2, GSH bead fluor 14, Bim-Bcl-B -9, RGS4-Gao reg 100, Bim-Bfl-1 -12, Bim-Bcl-XL -2, RGS8-Gao 100 and ABCB1 block 0.5.
Screening COC(=O)C1=C(C)NC(C)=C(C(=O)OC)C1c1ccc2ccccc2n1 returned Bim-Bcl-W 3, RGS7-Gao 101, Bcl-2 Bim block 2, GSH bead fluor 16, Bim-Bcl-B -1, RGS4-Gao reg 100, Bim-Bfl-1 -11, Bim-Bcl-XL 1 and RGS8-Gao 101.
CCc1ccc(-n2c(C)cc(/C=N/NC(=O)OC)c2C)cc1 was read as Bim-Bcl-W 0, RGS7-Gao 105, Bcl-2 Bim block 0, ABCG2 inh 17, GSH bead fluor 7, Bim-Bcl-B -3, RGS4-Gao reg 104, Bim-Bfl-1 -2, Bim-Bcl-XL -4, RGS8-Gao 98 and ABCB1 block 1.4.
`Cc1csc(SC(C)C(=O)NCC2CCCCC2)n1` (stereo not drawn) gave Bim-Bcl-W 1, RGS7-Gao 100, Bcl-2 Bim block -1, ABCG2 inh 10, GSH bead fluor 72, Bim-Bcl-B 0, RGS4-Gao reg 99, Bim-Bfl-1 -1, Bim-Bcl-XL 1, RGS8-Gao 100 and ABCB1 block 1.4.
